Cneo AK release: Cryptococcus neoformans lysis via adenylate kinase release | C. neoformans lysis, adenylate kinase release luminescence, 4 h; normalised: neutral wells 0, clomiphene wells 100 | lysis activity, % at 15 µM | actives 0.2% (n = 360,000) | AID 651654;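 active = mean lysis activity across replicates of at least 80%, whatever share of replicates individually reach that level; inactive = mean lysis activity below 80%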
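Assay system: log-phase C. neoformans yeast / Quantity: yeast cell density of 5 × 10^6 cells/mL / Medium: fresh YPD growth medium / Compound: single dose / Timing: static 4 h at 37 °C with compound, 1 h detection / Measured by: adenylate kinase release luminescence / Read-out: lysis from increased AK signal / Benchmarks: Clomiphene as positive lysis control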
SIRT5 block: inhibitors of human sirtuin-5 desuccinylase; Q9NXA8; Purified SirT5, succinyl-peptide AMC, trypsin-coupled fluorescence; inhibition, % at 15 µM; actives 1.1% (n = 330,000); in the data active = inhibition above about 15%
Target sequence (Q9NXA8 whole entry, looked up): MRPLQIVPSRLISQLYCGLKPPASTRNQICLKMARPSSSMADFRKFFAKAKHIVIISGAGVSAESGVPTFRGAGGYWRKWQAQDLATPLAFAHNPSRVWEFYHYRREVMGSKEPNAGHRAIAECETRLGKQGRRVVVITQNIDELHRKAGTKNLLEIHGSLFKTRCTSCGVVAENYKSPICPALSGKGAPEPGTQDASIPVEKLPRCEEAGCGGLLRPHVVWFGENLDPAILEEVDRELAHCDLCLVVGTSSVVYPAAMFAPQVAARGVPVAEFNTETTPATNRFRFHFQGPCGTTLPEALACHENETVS
esBAF inh: inhibitors of esBAF chromatin remodeling in mouse ES cells | Bmi1-luciferase knock-in reporter, 24 h; 100% = twice the neutral-well signal | reporter increase, % at 12.5 µM | AID 602393 | actives 2% (n = 350,000); in the data active = activation above about 40%;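 note: 0% = median of the plate's neutral control wells and 100% = double that signal; a rise in the Bmi1 reporter signal indicates esBAF inhibition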
miR-122 sensor: miR-122 inhibition in Huh7 cells; activation (reporter increase), % at 12.5 µM; actives 0.3% (n = 340,000); Huh7 miR-122 Renilla luciferase sensor, 48 h; neutral wells = 0, positive control = 100;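 active = mean replicate activation score at least 90 and every replicate individually at or above 90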;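 note: higher luciferase means less miR-122 activity so hits act as miR-122 inhibitors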
ERp5 block: blocks human ERp5 reductase activity on insulin. Q15084. ERp5 insulin aggregation, absorbance 650 nm, 90 min. inhibition, % at 9.99 µM. actives 0.05% (n = 350,000). AID 651711;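 active = mean replicate inhibition above about 25%, with every replicate also reaching it, limit read from the data, passing the limit was not always enough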
Target sequence (Q15084 whole entry, looked up): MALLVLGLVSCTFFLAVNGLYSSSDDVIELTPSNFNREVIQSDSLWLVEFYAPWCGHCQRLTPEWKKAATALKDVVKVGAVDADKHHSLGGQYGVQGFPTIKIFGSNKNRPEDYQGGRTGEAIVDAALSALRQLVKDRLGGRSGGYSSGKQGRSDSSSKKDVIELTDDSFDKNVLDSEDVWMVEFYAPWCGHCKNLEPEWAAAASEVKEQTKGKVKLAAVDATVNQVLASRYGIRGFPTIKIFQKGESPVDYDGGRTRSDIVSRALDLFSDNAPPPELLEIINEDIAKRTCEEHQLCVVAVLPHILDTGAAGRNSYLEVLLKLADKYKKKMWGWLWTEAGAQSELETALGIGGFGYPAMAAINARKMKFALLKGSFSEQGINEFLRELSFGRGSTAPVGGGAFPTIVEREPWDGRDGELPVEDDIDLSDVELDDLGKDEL
C2C12 statin: suppressors of simvastatin-induced myotoxicity in C2C12 myotubes. ATP luminescence, 48 h; scaled: DMSO 0, geranylgeraniol control 100. rescue of ATP level, % at 7.49 µM. actives 0.78% (n = 330,000). AID 602340;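 active = mean ATP rescue above about 67%, or every replicate alone reaching that limit, limit read from the data, passing the limit was not always enough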;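 note: myotubes were challenged with 10 µM simvastatin during compound exposure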
ARNT-TACC3 inh: disrupts binding between human ARNT and TACC3 | Q9Y6A5 | AlphaScreen His-ARNT PAS-B/GST-TACC3 binding, luminescence; TACC3 fragment carries E629A point mutation | inhibition, % at 9.99 µM | actives 0.66% (n = 390,000) | AID 623870;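 active = mean inhibition of replicates at least 50% and at least half of replicates each reaching 50%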;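 note: 0% = complete ARNT plus TACC3 wells and 100% = ARNT alone without TACC3; many hits fall short of the cut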
* marks the source's active call; other numbers are inactive results; . = not tested or not shown; [ ] = dose if it differs, or a comment.

Start of the data: the first 4 records, to show the layout:
Second line of a record: ARNT-TACC3 inh, SIRT5 block, esBAF inh, ERp5 block, Cneo AK release, C2C12 statin, miR-122 sensor
1	COn1c(SCC(=O)N(C)C)nc2ccccc2c1=O
  -2, ., 8, ., 1, ., -2
2	COc1ccc([C@H]2CC(=O)C=C(c3ccc(OC)cc3OC)C2)cc1
  1, ., 0, -1, -1, -109, .
3	COc1ccc(S(=O)(=O)N2CCCCCC2)cc1C(=O)N1CCN(c2ccc(F)cc2)CC1
  -3, -4, -2, 8, 0, 9, -8
4	C[C@H](CO)N1C[C@H](C)[C@@H](CN(C)C(=O)Cc2ccccc2)Oc2ncc(-c3cncnc3)cc2C1=O
  1, -2, -1, 3, 0, 16, 4[16.7 µM]

The listing (from the top)
Second line of a record: ARNT-TACC3 inh, SIRT5 block, esBAF inh, ERp5 block, Cneo AK release, C2C12 statin, miR-122 sensor
1	COn1c(SCC(=O)N(C)C)nc2ccccc2c1=O
  -2, ., 8, ., 1, ., -2
2	COc1ccc([C@H]2CC(=O)C=C(c3ccc(OC)cc3OC)C2)cc1
  1, ., 0, -1, -1, -109, .
3	COc1ccc(S(=O)(=O)N2CCCCCC2)cc1C(=O)N1CCN(c2ccc(F)cc2)CC1
  -3, -4, -2, 8, 0, 9, -8
4	C[C@H](CO)N1C[C@H](C)[C@@H](CN(C)C(=O)Cc2ccccc2)Oc2ncc(-c3cncnc3)cc2C1=O
  1, -2, -1, 3, 0, 16, 4[16.7 µM]
5	O=C(Nc1sc2c(c1C(=O)NCC1CCCO1)CCCC2)c1cccs1 (stereo not drawn)
  -9, -2, 1, 1, 0, 6, .
6	COc1ccc(-n2nc(C(=O)NCC(=O)N3CCN(Cc4ccccc4)CC3)c3ccccc3c2=O)c(OC)c1
  3, -1, 0, -1, 0, 4, .
7	Cn1nnnc1SCC(=O)N1N=C(c2ccc(Cl)cc2)CC1c1ccco1 (stereo not drawn)
  -1, -2, 4, -2, 0, 33, -5
8	COc1ccc(S(=O)(=O)N(C)C[C@@H]2OCCCC[C@H](C)Oc3ccc(NC(=O)Nc4c(C)noc4C)cc3C(=O)N([C@H](C)CO)C[C@@H]2C)cc1
  2, -2, -5, -3, -4, 12, 4[16.7 µM]
9	C=CCc1ccc(OCC(O)CN2CCN(c3ccccc3OC)CC2)c(OC)c1 (stereo not drawn)
  3, -5, -6, 5, -1, -6, 1
10	N#C/C(=C\c1ccc(O)c(O)c1)C(=O)NCc1ccccc1
  5, 0, 0, 1, 1, 9, -16
11	Cn1cccc1C(=O)c1ccc(Cl)cc1Cl
  -1, ., -2, ., -2, ., 27
12	N=c1c(S(=O)(=O)c2ccccc2)cc2c(=O)n3ccccc3nc2n1CCCN1CCOCC1
  18, -19, 2, -2, -3, -4, 10
13	CC(C)C#Cc1ccc2c(c1)O[C@H](CN(C)Cc1ccccn1)[C@@H](C)CN([C@@H](C)CO)S2(=O)=O
  8, 12, 3, -3, 0, -58, 31[16.7 µM]
14	CC(C)NC(=O)C1(C)CCN1C(=O)c1cccn1C (stereo not drawn)
  ., -3, -9, 0, 2, 6, -7
15	CCNC(=S)N(CCc1ccccc1C)Cc1cc2cc(OC)c(OC)cc2[nH]c1=O
  -1, -2, ., 2, ., ., .
16	O=C(NCc1ccc(F)cc1)C1CCCN(S(=O)(=O)c2ccc(Br)s2)C1 (stereo not drawn)
  -12, 0, 9, -3, -2, 5, 3
17	O=C(C[C@H]1CC[C@H]2NC[C@@H](O)COC[C@@H]2O1)Nc1nccs1
  9, 0, 1, -2, 1, -5, 0[16.7 µM]
18	Cc1ccc(CN2CCN(/N=C/c3cc([N+](=O)[O-])ccc3Cl)CC2)cc1
  7, ., -2, ., 2, ., -6
19	COc1ccc(CN(C)C[C@@H]2Oc3c(NC(=O)c4ccc(-c5nccs5)cc4)cccc3C(=O)N([C@H](C)CO)C[C@H]2C)cc1
  2, 5, 8, 0, 0, 43, 15[16.7 µM]
20	CCc1cc(=O)[nH]c(SCC(=O)Nc2cc(C)on2)n1
  -3, -3, -2, -1, 0, -18, -2
21	O=C(CCSCc1ccc(Cl)cc1)NCc1ccco1
  -1, -1, ., -4, ., ., .
22	CC1c2[nH]c3ccccc3c2CCN1C(=O)Nc1ccccc1 (stereo not drawn)
  14, ., 7, ., 0, 19, 0
23	C[C@H](CO)N1C[C@H](C)[C@H](CN(C)S(=O)(=O)c2cn(C)cn2)Oc2ncc(C#Cc3ccccc3)cc2C1=O
  0, -5, 4, 36*, -5, 34, -6[16.7 µM]
24	COc1ccc(S(=O)(=O)Nc2ccc3c(c2)C(=O)N([C@@H](C)CO)C[C@@H](C)[C@@H](CN(C)Cc2ccc(Oc4ccccc4)cc2)O3)cc1
  10, 35*, -1, 2, 0, 44, -13[16.7 µM]
25	O=C(C[C@H]1CC[C@H]2[C@@H](COC[C@H](O)CN2Cc2cc(F)cc(F)c2)O1)NC1CCCC1
  5, 5, -2, -1, 54, 6, -1[16.7 µM]
26	C=CCOc1ccc(NC(=O)C2CC(=O)N(C(C)C)C2)cc1 (stereo not drawn)
  0, ., -6, ., 0, ., 5
27	COc1cc(/C=N/N2CCN(c3ccccc3)CC2)ccc1OC(C)=O
  -8, -4, 8, -5, 2, 21, -3
28	C[C@H](CO)N1C[C@H](C)[C@@H](CN(C)S(=O)(=O)c2cn(C)cn2)OCCCC[C@H](C)Oc2ccc(NS(=O)(=O)c3ccccc3)cc2C1=O
  -10, 3, -1, -2, 0, ., 3[16.7 µM]
29	CCN(CC)S(=O)(=O)c1ccc2oc(C(=O)NCCCN3CCOCC3)c(C)c2c1
  -4, ., -3, ., 1, -11, -2
30	COc1ccccc1-c1cc(NC(C)=O)c2ncc(-c3cccc(C(C)=O)c3)n2c1
  ., ., 2, 2, -1, 0, 1
31	Cc1ccc(/C=N/Nc2cn[nH]c(=O)n2)o1
  57*, 0, ., 5, ., ., .
32	CCN(CC)S(=O)(=O)c1cccc(NC(=O)COC(=O)CCc2nc3ccccc3s2)c1
  -4, -1, 3, 2, 3, 4, 2
33	CC(CC(=O)Nc1ccncc1)c1ccccc1 (stereo not drawn)
  -13, ., -7, ., -3, 4, -9
34	COc1ccc(N2CCN(CC(=O)Nc3ccccc3C(=O)NCc3ccccc3)CC2)cc1
  ., -1, -4, 3, -1, -27, -2
35	O=C(Nc1nccs1)C1CC=CCC1 (stereo not drawn)
  -5, -1, -6, 4, 0, -3, 0
36	COCCNC(=O)C[C@@H]1CC[C@@H]2[C@H](COc3ccc(NS(=O)(=O)c4ccc(Cl)cc4)cc3C(=O)N2C)O1
  -4, 0, 0, -6, -1, -2, -32[16.7 µM]
37	CCC(C)C(NC(=O)c1ccccc1)C(=O)Nc1ccc(S(=O)(=O)Nc2cc(C)nc(C)n2)cc1 (stereo not drawn)
  36, -1, -5, -4, -2, -1, 29
38	C[C@@H]1CN([C@@H](C)CO)C(=O)c2cc(NS(=O)(=O)c3ccc(Cl)cc3)ccc2O[C@@H]1CN(C)Cc1ccc(Oc2ccccc2)cc1
  -1, 13, -2, 20, 5, 13, -4[16.7 µM]
39	COc1cc(C)nc(Oc2ccc(=O)[nH]n2)n1
  5, ., -2, ., 3, 1, -2
40	COCC(=O)Nc1ccc2c(c1)[C@@H]1C[C@H](CC(=O)NCc3ccncc3)O[C@H](CO)[C@@H]1O2
  1, 3, 3, -40, -3, 2, 0[16.7 µM]
41	CCc1nc2c(OCCn3cccc3)cccn2c1N(C=O)Cc1ccc(OC)cc1
  ., -1, -7, 3, 1, -1, -3
42	CCOc1cc(C(=O)Nc2cccnc2)cc(OCC)c1OCC
  -3, 1, -4, 13, 5, 0, 6
43	CN1CCC(=C2c3ccccc3C(O)c3ccccc32)CC1 (stereo not drawn)
  -14, -2, -6, 3, 1, 9, .
44	Cc1ccc(NS(=O)(=O)c2c(C)[nH]c(C)c2C(=O)N2CCCCC2)cc1C
  0, 7, 9, 3, -2, 8, 28
45	COc1ccc(NC(=O)Nc2nc3ccccc3s2)cc1
  -2, -5, ., 3, ., ., .
46	CCCNS(=O)(=O)c1ccc(OCC(=O)NCC2CCCO2)cc1 (stereo not drawn)
  -10, -1, -1, 0, 0, 38, 0
47	CCC(=O)N(Cc1cc(=O)[nH]c2ccccc12)c1ccc(OC)cc1
  -10, 2, -13, 3, 2, 1, .
48	COc1ccccc1C#Cc1cnc2c(c1)C(=O)N([C@@H](C)CO)C[C@@H](C)[C@H](CN(C)C(C)=O)O2
  0, 0, 3, -2, 0, -14, -1[16.7 µM]
49	O=C(CCC1CCCN(Cc2ccncc2)C1)NCc1ccc(F)c(F)c1 (stereo not drawn)
  5, -2, ., 3, ., ., .
50	Cc1cccc(OCCC(=O)Nc2ccc(N3CCOCC3)cc2N2CCOCC2)c1
  3, -3, -4, 0, -2, 49, 2
51	Cc1nc2ccc(NC(=O)N3CCCCC3)cc2s1
  3, ., 22, ., 0, -7, .
52	O=C(C[C@H]1C[C@@H]2c3cc(NC(=O)Nc4ccccc4F)ccc3O[C@@H]2[C@H](CO)O1)NCc1ccncc1
  -2, 1, 5, -1, -2, -1, 0[16.7 µM]
53	O=C(CCc1nc2ccccc2[nH]1)N1CCc2ccccc2C1
  -6, 0, 4, 3, 4, 16, 2
54	O=C(NCCS(=O)(=O)N1CCN(c2ccccc2)CC1)C1CC(=O)N(c2ccc(F)cc2)C1 (stereo not drawn)
  -11, 0, 7, -9, -1, 8, -7
55	COC(=O)C1C(O)=C(C=NCC(C)N=CC2=C(O)C(C(=O)OC)C(C)(C)CC2=O)C(=O)CC1(C)C (stereo not drawn)
  -1, ., -3, ., 4, -8, 0
56	C=CCN1CCN(C(c2ccccc2)c2nnnn2CCC(C)C)CC1 (stereo not drawn)
  -9, ., 0, ., 2, 71*, 3
57	NCCCn1c(C(=O)c2ccc(Cl)cc2)c2ccc(C(F)(F)F)cc2[n+]1[O-]
  16, ., -5, 7, 0, -1, 6
58	c1ccc(-c2ccc3[nH]ccc3c2)cc1
  -1, 0, 59*, 5, -17, 2, 1
59	CNC[C@@H]1Oc2ccc(NC(=O)Nc3ccc(C(F)(F)F)cc3)cc2C(=O)N([C@@H](C)CO)C[C@@H]1C
  -6, 5, 0, 3, -1, -5, -1[16.7 µM]
60	Cn1c(N2CCN(C(=O)Nc3ccc(F)cc3)CC2)nc2ccccc21
  2, ., 8, ., -1, 14, 6

Look-ups from the list:
SIRT5 block with compound 48 : 0
ARNT-TACC3 inh with compound 49 : 5
Cneo AK release with compound 57 : 0

(more compounds)
Second line of a record: ARNT-TACC3 inh, SIRT5 block, esBAF inh, ERp5 block, Cneo AK release, C2C12 statin, miR-122 sensor
61	Cc1ccc([C@H]2C[C@H](n3cc(C4CC4)nn3)[C@@H](O)CN2CC2CCCCC2)cc1
  ., -5, 1, 5, 2, 10, 7
62	Cc1ccc(OCC(=O)Nc2ccc(S(=O)(=O)Nc3ccccn3)cc2)cc1
  -1, ., ., 3, ., ., 4
63	CCCC(C)(C)C(=O)N1CCC1(C)C(=O)NS(=O)(=O)c1ccc(Cl)cc1 (stereo not drawn)
  ., -1, -3, 3, 8, 11, 3
64	O=S(Cc1ccccc1)c1ccccc1 (stereo not drawn)
  2, 0, ., 6, ., ., .
65	O=C(CN1C(=O)NC2(CCCC2)C1=O)N1CCN(c2ccccc2O)CC1
  1, 18*, ., 1, ., ., .
66	Cc1cc(S(=O)(=O)N(C)CCc2ccccc2)ccc1-n1cnnn1
  -10, ., -2, ., 3, 7, 31
67	O=C(COc1ccc(S(=O)(=O)N2CCCC2)cc1)NCc1cccnc1
  -4, -4, -5, 3, -2, 12, -1

Screens from PubChem.
